High-throughput results deposited in PubChem by several laboratories.
S1P1 ag pot: agonists and agonism potentiators of human S1P1 receptor; P21453; S1P1 CRE-bla cells, forskolin, beta-lactamase FRET, potentiator mode; S1P1 agonist co-added at EC20, 2 nM; 100% = saturating reference agonist, 0% = basal; activation, % at 9.5 µM; 0.57% of 56,000 active; AID 449;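 active means activation above a cutoff set at the mean activation of all tested compounds plus 3 SD, cut at about 54% in these data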;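 further: forskolin at 4 µM as EC80 and the EC20 agonist is SEW2871; 100% = SEW2871 at its EC100 plus forskolin at EC80; some compounds past the cut are filed as inactive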
5HT1E antag: antagonists of human 5-HT1E serotonin receptor; P28566; CHO 5-HT1E Ga15 NFAT-bla reporter, FRET, antagonist; inhibition, % at 6 µM; 0.99% of 65,000 active;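 active means inhibition above a set limit, the mean inhibition across every tested compound plus 3 SD, cut at about 29% in these data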;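 further: signal is the 460 over 535 nm emission ratio of beta-lactamase substrate; 0% = agonist plus DMSO wells and 100% = wells without agonist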
Target sequence (P28566 whole entry, looked up): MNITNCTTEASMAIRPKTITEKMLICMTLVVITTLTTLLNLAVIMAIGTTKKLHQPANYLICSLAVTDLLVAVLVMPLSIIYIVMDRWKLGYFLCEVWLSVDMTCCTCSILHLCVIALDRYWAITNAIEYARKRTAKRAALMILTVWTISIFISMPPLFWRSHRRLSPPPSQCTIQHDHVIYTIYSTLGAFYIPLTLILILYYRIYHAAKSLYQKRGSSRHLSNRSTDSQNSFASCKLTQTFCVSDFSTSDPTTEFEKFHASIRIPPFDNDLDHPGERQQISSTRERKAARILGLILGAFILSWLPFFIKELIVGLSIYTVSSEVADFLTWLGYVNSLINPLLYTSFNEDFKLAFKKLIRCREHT
Her2 expr inh: Her2 kinase expression inhibition; P04626; SKBR-3 HER2 protein level, AlphaScreen, 18-24 h; stronger effect = lower value; HER2 level % of control, % at 10 µM; 0.69% of 65,000 active;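 active means HER2 level under 5% of the carrier-only control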;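 further: 100% = DMSO carrier and 0% = 500 nM PU-H71 HSP90 inhibitor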
5-HT1A blocker: 5-HT1a (human) receptor antagonism; P08908; CHO 5-HT1a Ga15 NFAT-bla reporter, antagonist mode; inhibition, % at 10 µM; 0.68% of 62,000 active; AID 612;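 active means inhibition above the mean of all tested compounds plus 3 SD, cut at about 43% in these data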;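 further: receptor stimulated by 5-CT agonist at 100 nM near EC80; beta-lactamase reporter measured by ratiometric fluorescence of a cleavable substrate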
Target sequence (P08908 whole entry, looked up): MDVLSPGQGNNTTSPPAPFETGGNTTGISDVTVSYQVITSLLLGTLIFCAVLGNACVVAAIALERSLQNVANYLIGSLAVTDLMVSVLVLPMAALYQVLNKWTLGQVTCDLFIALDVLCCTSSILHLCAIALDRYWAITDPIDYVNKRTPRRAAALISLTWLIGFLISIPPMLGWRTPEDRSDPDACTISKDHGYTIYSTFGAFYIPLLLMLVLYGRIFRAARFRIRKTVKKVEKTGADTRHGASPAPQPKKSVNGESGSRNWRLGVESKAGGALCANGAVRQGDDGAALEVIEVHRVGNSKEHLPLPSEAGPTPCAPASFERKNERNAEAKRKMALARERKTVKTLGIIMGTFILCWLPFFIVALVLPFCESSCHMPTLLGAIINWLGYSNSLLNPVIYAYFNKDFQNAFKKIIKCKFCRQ
Fluor 339 460: intrinsic fluorescence of library compounds, ex339/em460 – biochemical, MLSMR library, data from DPM-DC assay, artefact control, profiling panel. compound autofluorescence, ex339/em460 nm, NADH buffer; stronger effect = higher value; 1 = no-compound wells, NADH background. 5.5% of 65,000 active. fluorescence fold increase at 10 µM;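 active means at 10 µM, mean starting fluorescence two-fold or more over control wells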;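 further: signal is the first read of a kinetic run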
S1P3 ag: activates the human S1P3 receptor. activation, % at 4.5 µM. Q99500. S1P3 NFAT-BLA reporter cells, agonism, FRET ratio; relative to 1 µM S1P, basal subtracted. 0.1% of 60,000 active. AID 373;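 active means activation above the screen-wide mean plus 3 SD, cut at about 4.5% in these data, passing the limit was not always enough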; further: some compounds called inactive have numbers as strong as hits
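Measure – % activation relative to 1 µM S1P (100%), per plate · System – stable CHO line with human S1P3, Gα16, NFAT-BLA reporter · Timing – cells plated overnight, compound 4 h 37 °C, substrate 2 h RT · Technique – fluorescent BLA substrate, ex 405 nm, em 460/535 nm ratio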
MMP13 inh: blocks human MMP13 activity; MMP-13 fTHP FRET cleavage, Mca fluorescence; inhibition, % at 4 µM; 0.07% of 65,000 active; AID 570;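 active means inhibition above the mean of compound-free control plate wells plus 3 SD, cut at about 14% in these data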;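 further: 0% = DMSO wells and 100% = wells with reference MMP-13 inhibitor after basal subtraction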
5HT1E ag: activates the human 5-HT1E serotonin receptor | CHO 5-HT1E Ga15 NFAT-bla reporter, FRET; 0% DMSO wells, 100% control agonist wells | activation, % at 6 µM | 0.69% of 65,000 active | AID 574;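 active means activation above a set limit, the screen-wide mean activation plus 3 SD, cut at about 8.5% in these data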;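 further: 100% = positive control agonist at 1 µM giving full maximal response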
Abs 340nm: compound absorbs light at 340 nm | compound absorbance at 340 nm, fold over control | fold change at 10 µM | AID 708 | 65,000 tested, under 10 active;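 active means at 10 µM dose, initial 340 nm absorbance at least 2 fold that of control wells; inactive means change under 2 fold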;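 further: initial absorbance extrapolated from kinetic A340 decline of NADH oxidation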
Numbers without * were called inactive; i = inactive; · = no result given; [ ] = dose if it differs, or a comment.

Abs 340nm,S1P3 ag,5-HT1A blocker,S1P1 ag pot,Fluor 339 460,5HT1E ag,Her2 expr inh,MMP13 inh,5HT1E antag,mol
1,-0.2,-6,-5,1.2,-0.3,79,10,1,CC(=O)Nc1ccccc1-c1nc2ccc(C(=O)N3CCN(c4ccccc4)CC3)cc2[nH]c1=O
1.1,-0.7,8,-11,1.1,0.6,108,5,-1,CSC1=NCCN1C(=O)Cc1ccc(Cl)cc1
1,-0.9,20,20,1.1,-0.1,89,1,5,CCOc1ccc2ccccc2c1C(=O)N1CCOCC1
1,-0.3,-4,-11,1.1,0.1,73,2,-3,CCC1(CC)C(=O)C(C)(C)C(=O)OC1c1ccccn1 (configuration not stated)
1,·,19,·,1.1,-0.4,77,5,3,CCOC(=O)C1=C(C)OC(N)=C(C#N)C1c1c(C)nn(-c2ccc(C)cc2)c1Cl (configuration not stated)
1,-0.7,5,-22,0.92,4.3,81,-5,-12,CCOc1ccc(CCNC(=O)CCc2nc(-c3ccc(C)cc3)no2)cc1OCC
1.1,-1.0,-26,-3,1.1,1.0,80,-3,-9,CNC(=O)c1sc2nc(-c3ccc(OC)cc3)cn2c1C
1.1,-0.5,0,7,1.2,-0.4,118,2,-6,O=c1[nH]c(N2CCOCC2)nc2ncn(Cc3ccccc3)c12
1,-2.3,14,0,1.1,1.0,91,-4,-7,Cc1cc(C)n(-c2nc3ccccc3nc2Nc2ccc3c(c2)OCO3)n1
1,0.1,4,-3,1.1,1.8,110,3,-15,COc1ccc(NC(=O)CNCCC2=CCCCC2)cc1
1,-1.8,3,-7,1.1,-1.5,81,-2,2,COc1cccc(NS(=O)(=O)c2c(C)cc(C)cc2C)c1
1.1,0.2,-5,·,1.1,-0.7,94,5,-3,O=C1c2ccccc2C(=O)N1CCCc1nc(-c2cccnc2)no1
1,-0.8,11,1,1.1,-0.7,122,0,2,CC1(C)SC2c3ccccc3C(=O)N2[C@@H]1C(=O)NCc1ccco1 (some centres not stated)
1,-0.2,-111,-28,0.99,-0.2,74,2,5,CCOC(=O)c1cccc(N2C(N)=NC(N)=NC2(C)C)c1
1.1,0.0,·,17,1.1,-0.3,166,-5,-8,C=CCOn1c(=O)c(-c2cc3ccccc3o2)[n+]([O-])c2ccccc21
0.99,-0.8,5,-13,1,-1.0,83,5,-1,CC(=O)Nc1ccc(S(=O)(=O)N2CCN=C2C)cc1
0.97,0.6,-8,12,1.1,-0.1,128,2,-3,Cc1ccc(Cn2nnc3c(=O)n(CC(=O)NCc4ccco4)cnc32)cc1
0.98,-0.7,3,-12,1.1,0.7,95,-3,-2,COc1ccccc1-n1c(C)nnc1SCC(=O)Nc1cc(C)cc(C)c1
1,-1.1,7,10,1.1,-0.9,96,-2,18,O=C(NCc1ccccc1)c1cccc(OCC(=O)N2CCN(C(=O)c3ccco3)CC2)c1
0.99,-0.6,7,-20,1.1,-0.1,124,-1,3,CCC1CCCCN1CCCNC(=O)COc1cc(=O)n(C)c2ccccc12 (configuration not stated)
1.1,-1.5,3,-19,2.2*,0.1,84,-37,1,COC(=O)c1ccc(C(=O)OC)c(NS(=O)(=O)c2ccc(NC(C)=O)cc2)c1
1.1,-0.6,-2,-5,3*,0.3,226,-4,9,Cc1ccccc1Cn1cc(NC(=O)c2cc3nc(-c4ccco4)cc(C(F)(F)F)n3n2)cn1
0.99,0.5,-15,8,1.1,1.3,69,1,4,Cc1cccc(N2CCN(C(=O)C3CCN(S(=O)(=O)c4cnc[nH]4)CC3)CC2)c1C
1,-0.4,20,4,1.1,0.6,130,2,1,Cc1ccc(C(=O)N2CCN(S(C)(=O)=O)C2)cc1
0.98,-2.3,·,-11,1,-0.4,99,-4,6,CC(C)CCNC(=O)[C@H](CC(C)C)NC(=O)[C@H]1O[C@@H]1C(=O)O
1.1,-0.7,5,4,1.1,0.6,30,1,9,CC(C)OC(=O)c1c(N)sc2c1CCCC2
1,-1.5,-13,-13,1,0.4,90,-2,-4,COc1ccc(-c2nnc3ccc(SCC(=O)N4CCCCCC4)nn23)cc1OC
1.2,·,-13,·,1.8,0.9,·,-55,-1,Nc1c(S(=O)(=O)c2ccccc2)c2nc3ccccc3nc2n1/N=C/c1ccco1
1,-0.8,3,·,1.1,-0.2,123,9,-1,Cc1ccsc1CNn1cnnc1SCc1ccccc1F
1,-1.2,-21,-1,1.1,-0.6,78,-2,1,CCCC(=O)Nc1ccc2c(c1)nc1n2CCOC1
1,0.0,1,-3,1.1,0.8,76,1,-13,CC1CCN(C(=O)CSc2nnc(Cc3ccccc3)o2)CC1
1.1,-1.8,-89,4,1.1,-0.6,81,-5,2,CCCOc1ccc(/C(O)=C2/C(=O)C(=O)N(c3cc(C)on3)C2c2ccc(C(=O)OC)cc2)cc1 (configuration not stated)
0.99,-1.0,4,-10,1,-0.5,77,-6,-10,COc1ccc(S(=O)(=O)N2CCN(C3CCCCCCC3)CC2)cc1
1.1,-1.3,-16,-21,2.3*,-1.0,127,-15,-7,COc1ccc(S(=O)(=O)N(Cc2cc3ccc(OC)cc3[nH]c2=O)CC2COCCO2)cc1 (configuration not stated)
1.1,·,-28,·,2.3*,4.2,·,-477[fluorescence artefact?],-19,Cc1cccn2c(=O)c3cc(C#N)c(=NC(=O)c4ccccc4)n(Cc4ccco4)c3nc12
1.1,-0.5,40,-10,1.1,-0.6,50,2,31*,Cc1ccc(-c2c3c(=O)n(C)c(=O)n(C)c3cn2-n2cnnc2)cc1
1,0.5,-2,-20,1,-0.8,135,1,4,C/C(Cl)=C/Cn1c(SCc2ccc(Cl)cc2)nc2c1c(=O)[nH]c(=O)n2C
0.99,-0.5,-10,-12,1.1,2.0,90,3,1,O=C(N1CCOCC1)N(Cc1cccs1)C1CCCC1
0.99,-0.4,11,4,1.4,-1.5,104,-5,-5,O=C(NCc1cccc(C(F)(F)F)c1)C1CCN(c2ncccn2)CC1
0.99,-1.2,13,8,1.1,-0.3,93,6,4,COc1ccc(S(=O)(=O)NCCCN2CCOCC2)c2ccccc12
1.1,-2.0,0,-1,1.3,0.0,108,-2,2,Cc1cc2cc(CCNC(=O)c3c(-c4ccccc4Cl)noc3C)c(=O)[nH]c2cc1C
0.99,-1.4,-122,18,0.99,0.9,91,2,-1,CC(CN1CCCCC1)OC(=O)c1ccc(Cl)cc1Cl (configuration not stated)
1,-0.4,-2,-3,1.1,1.1,81,2,-1,Cn1c(Nn2cnnc2)nc2ccccc21
1.1,·,-7,·,1.1,-0.6,78,-6,3,CCCOc1ccc(/C(O)=C2/C(=O)C(=O)N(CCN(C)C)C2c2ccco2)cc1 (configuration not stated)
1,0.3,1,-18,1,-0.1,88,1,-1,CCCc1[nH]n(-c2nc3ccccc3s2)c(=O)c1C=NCC1CCCO1 (configuration not stated)
1,0.8,-14,-7,1,-0.9,103,-1,-6,Cc1nc2ccc(CCO)cc2s1
1,-1.6,11,-3,0.91,-0.6,112,4,-9,O=C(O)C1CCCN1S(=O)(=O)c1cc(Cl)ccc1Cl (configuration not stated)
0.99,0.0,-7,-2,1.1,0.0,103,1,-6,CC(NC(=O)C1CCCN(S(=O)(=O)c2cccs2)C1)c1ccccc1 (configuration not stated)
1,-0.9,0,-21,1.1,0.3,106,8,-2,CCOC(=O)C1CCCN(c2c(NCCc3ccc(S(N)(=O)=O)cc3)c(=O)c2=O)C1 (configuration not stated)
1,-0.9,5,4,1,-0.5,126,-5,7,CNC(=O)c1nnn(Cc2ccccc2)c1NC(C)=O
1,0.1,-10,-12,1.1,1.4,99,5,-6,Cn1c(NC(=O)CC2CCCCC2)cc(=O)n(C)c1=O
0.98,·,-3,·,1.1,0.3,24,3,-2,COc1ccc(Cc2nnc(SCC(=O)N3CCc4ccccc4C3)o2)cc1
1.1,0.5,0,-19,2.9*,0.1,129,i[fluorescence artefact?],24,COc1cc2c(cc1OC)-c1cc(OCc3cccnc3)nc(=O)n1CC2
1,-1.1,19,54,1,0.8,84,1,2,CCCn1c(CNc2ccc(Br)cc2)nc2ccccc21
1,-1.5,1,-5,1.1,0.1,93,-2,-5,COc1ccc(-n2nnnc2SCC#CCO)cc1
1,0.0,19,4,1.8,-0.6,67,-34,-1,CCOc1ccccc1-c1cc(-c2ccc(OC)cc2)nc2c1c(=O)n(C)c(=O)n2C
0.98,0.4,6,2,1,0.2,129,0,5,CCOc1ncccc1C(=O)OCC(=O)N1CCN(S(=O)(=O)c2ccc(Cl)cc2)CC1
1,-1.3,-6,·,1,1.3,92,7,5,COc1cc(Br)cc2cc(C(=O)N3CCCCC3C)c(=O)oc12 (configuration not stated)
1,0.3,-16,-33,1.1,0.2,49,0,-8,CCOC(=O)c1csc(NC(=O)c2cc(OC)c(OC)c(OC)c2)n1
1,-0.8,6,-25,1.1,0.4,113,-6,-6,COc1ccc(-c2nnc(SC(C)C(=O)Nc3ccc4c(c3)OCCO4)o2)cc1 (configuration not stated)

One compound at a time, from the list above:
Shown for Cc1ccc(-c2c3c(=O)n(C)c(=O)n(C)c3cn2-n2cnnc2)cc1 : Abs 340nm: 1.1; S1P3 ag: -0.5; 5-HT1A blocker: 40; S1P1 ag pot: -10; Fluor 339 460: 1.1; 5HT1E ag: -0.6; Her2 expr inh: 50; MMP13 inh: 2; 5HT1E antag: 31*
Shown for Cc1cc2cc(CCNC(=O)c3c(-c4ccccc4Cl)noc3C)c(=O)[nH]c2cc1C : Abs 340nm: 1.1; S1P3 ag: -2.0; 5-HT1A blocker: 0; S1P1 ag pot: -1; Fluor 339 460: 1.3; 5HT1E ag: 0.0; Her2 expr inh: 108; MMP13 inh: -2; 5HT1E antag: 2

The listing continues.
Abs 340nm,S1P3 ag,5-HT1A blocker,S1P1 ag pot,Fluor 339 460,5HT1E ag,Her2 expr inh,MMP13 inh,5HT1E antag,mol
1,-0.6,4,-9,1.2,0.9,76,-3,1,c1cnc(NC2C3CC4CC(C3)CC2C4)nc1 (configuration not stated)
1,0.5,-6,5,1.1,-0.5,125,1,-6,COc1ccccc1Nc1ncc(C(C)=O)c(C)n1
1.1,-0.4,-4,18,1.2,0.4,86,1,2,CC1(C)Cc2c(sc3nc(SCC(=O)O)[nH]c(=O)c23)CO1
1.1,·,8,·,1.1,1.6,125,7,3,Cc1ccc(NS(=O)(=O)c2ccc(C)c(C(=O)N3CCN(C)CC3)c2)cc1
1,-0.7,16,4,1.1,-2.2,89,-1,15,CCOC(=O)N1CCC(NC(=O)C(Cc2ccccc2)NC(=O)c2ccco2)CC1 (configuration not stated)
1,-1.0,29,9,1.1,0.3,72,-3,7,Cc1[nH]c2ccccc2c1Cc1nnc(SCC(=O)NCc2ccco2)o1
0.99,-0.6,3,14,1.1,0.1,100,2,-5,COc1ccc(-n2c(Cc3cccn3C)nnc2SCC(=O)N2CCCC2)cc1
1,-0.9,·,9,1,-0.6,96,3,9,Cc1cc(C)nc(NC(=O)c2ccc(OC(C)C)cc2)n1
0.98,1.1,6,-16,1.1,-0.3,103,4,1,O=C(C1CCCO1)N(c1cccc(Cl)c1)C1C=CS(=O)(=O)C1 (configuration not stated)
1,·,27,·,1.1,0.5,140,3,-7,CCCN(CCC)C(C(=O)Nc1cccc(OC)c1)c1ccccc1 (configuration not stated)
0.98,-0.7,9,14,1,0.7,72,7,6,Cc1oc(-c2ccccc2Cl)nc1CSCC(=O)N1CCCC1
